Dengue-2 NS5 capping = Dengue-2 NS5 methyltransferase inhibitors, primary screen, biochemical, confirmation dose response (AID 588689). 340,000 compounds, 0.3% hits. inhibition, % at 25 µM, or IC50 in µM where a hit was titrated. Dengue-2 NS5 methyltransferase capping enzyme assay, biochemical; higher % means a stronger effect; in the data active means a potency from the dose series; inconclusive means inhibition above about 29% without an active follow-up result
SV40 large T antigen = SV40 large T antigen inhibitors, biochemical (AID 1903); SV40 large T antigen ATPase/helicase inhibition assay; higher % means a stronger effect; inhibition, % at 20 µM, or IC50 in µM where a hit was titrated; 310,000 compounds, 0.39% hits; in the data active means a potency from the dose series; inconclusive means inhibition mostly from about 32% at the one dose, without a potency; inactive means the rest, 99 in 100 with inhibition below about 32%; further: strong numbers were not always called active
AID2073 = inhibitors of Mint1-CaV2.2 protein interaction, biochemical, HTRF (AID 2073) | HTRF protein-protein interaction, Mint1-CaV2.2; higher % means a stronger effect | 290,000 compounds, 0.19% hits | inhibition, % at 20 µM; hits with a dose series show IC50 in µM; in the data active means inhibition mostly above about 51%, no sharp cut-off; inconclusive means no clear call, values can overlap the other calls; inactive means mostly below about 53%; further: some results filed as inactive read as strong as hits
GPR35 antagonists = inhibition of zaprinast-stimulated GPR35 beta-arrestin translocation – imaging, U2OS, beta-arrestin-GFP, zaprinast agonist, primary screen (AID 2058); U2OS GPR35 beta-arrestin-GFP translocation imaging, zaprinast antagonism; higher % means a stronger effect; inhibition, % at 10 µM; hits with a dose series show IC50 in µM; 290,000 compounds, 0.052% hits;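 active means inhibition of at least 50% with at least 30 cells and total cytoplasm GFP at most 10,000,000; inconclusive means under 30 cells or total GFP of 10,000,000 plus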
Yfh1-off respiration = enhancers of respiration in Yfh1-depleted yeast, dose response, Friedreich's ataxia, plus single-dose screen (AID 1465); S. cerevisiae Yfh1-off respiration, WST-1 reduction, 72 h; higher fold induction means a stronger effect; one-dose fold induction at 50 µM; EC50 in µM for titrated hits; 220,000 compounds, 0.074% hits;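 active means fold induction of absorbance versus untreated yeast above a set limit, then at least 30% activation at any dose in follow-up; inconclusive means repeats straddling the limit, or above it without dose testing; inactive means fold induction below the set limit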;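 further: activators that raise dye reduction in frataxin-depleted yeast; strong numbers were not always called active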
GPR55 beta-arrestin = GPR55 agonists via beta-arrestin recruitment, primary screen, imaging, U2OS cells, beta-arrestin-GFP redistribution (AID 1961); U2OS GPR55 beta-arrestin-GFP redistribution imaging; higher % means a stronger effect; one-dose activation, % at 10 µM; EC50 in µM for titrated hits; 290,000 compounds, 0.048% hits;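 active means activation above 40% with more than 50 cells counted in the well; inconclusive means wells holding fewer than 50 cells, flagged as toxic or sparse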;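 further: U2OS osteosarcoma cells stably expressing GPR55 and beta-arrestin-GFP; plate controls were DMSO negative control for no effect and LPI positive control for full effect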
NTR1 agonist = agonists of NTR1, primary screen, imaging, U2OS cells, beta-arrestin-GFP, high content (AID 493036). 330,000 compounds, 0.17% hits. NTR1-U2OS beta-arrestin-GFP spot imaging, agonist mode. P30989. activation, % at 20 µM;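 active means activation at or above 40% of the spot to cytoplasm intensity ratio, with at least 20 cells analyzed; inconclusive means wells under 20 cells, flagged as cytotoxic or low count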;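 further: 0% = DMSO without peptide and 100% = 100 nM NTR1 peptide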
Target sequence (P30989 whole entry, looked up): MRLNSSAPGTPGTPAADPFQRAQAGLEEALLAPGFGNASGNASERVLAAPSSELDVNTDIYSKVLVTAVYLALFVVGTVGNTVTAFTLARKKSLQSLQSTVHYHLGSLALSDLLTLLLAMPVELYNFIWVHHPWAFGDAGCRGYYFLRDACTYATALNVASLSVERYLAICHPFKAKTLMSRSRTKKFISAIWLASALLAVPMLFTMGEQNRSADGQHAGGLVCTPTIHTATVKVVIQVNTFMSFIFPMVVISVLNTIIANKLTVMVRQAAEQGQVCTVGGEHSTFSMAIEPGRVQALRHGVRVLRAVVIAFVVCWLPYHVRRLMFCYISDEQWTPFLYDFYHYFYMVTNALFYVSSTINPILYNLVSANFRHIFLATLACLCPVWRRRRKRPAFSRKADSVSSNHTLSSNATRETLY
MgcRacGAP inhibition = MgcRacGAP GTPase-activating activity inhibitors, confirmation, biochemical, ADP Hunter fluorescence; MgcRacGAP-stimulated Rac1 GTP hydrolysis, ADP Hunter fluorescence; higher % means a stronger effect; GST-tagged Rac1 F28L mutant substrate; one-dose inhibition, % at 30 µM; IC50 in µM for titrated hits; 340,000 compounds, 0.6% hits; AID 624330;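 active means first-screen hits whose inhibition reached a set limit at any dose in the follow-up dose series; inconclusive means inhibition above the set first-screen limit but never retested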;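 further: fluorescence reports GDP produced by GAP-driven GTP hydrolysis; strong numbers were not always called active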
GPR55 antagonists = GPR55 antagonists blocking LPI-driven arrestin recruitment, primary screen, imaging, U2OS, beta-arrestin-GFP, LPI agonist (AID 2013); U2OS GPR55 beta-arrestin-GFP translocation imaging, LPI antagonism; higher % means a stronger effect; 290,000 compounds, 0.13% hits; inhibition, % at 10 µM; hits with a dose series show IC50 in µM;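 active means spots per cell inhibited over 60%, with over 100 cells counted and total cytoplasm intensity under 500,000; inconclusive means wells with under 100 cells, flagged as likely toxic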;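 further: U2OS cells stably carrying GPR55 and arrestin-GFP stimulated by 5 µM LPI near EC80; imaged beta-arrestin-GFP aggregate spots per cell after agonist stimulation; plate controls were LPI-stimulated DMSO wells for no effect and DMSO wells without LPI for full effect; some results filed as inactive read as strong as hits; confirmed hits need IC50 under 10 µM and bright autofluorescent wells are also inconclusive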
NTR1 agonist cell count 20 µM = second read-out of NTR1 agonist, no call of its own (marks repeat the call); cell count; measured here: cell count, cytotoxicity flag
Dengue-2 NS5 capping pilot replicate = further read-out of Dengue-2 NS5 capping, marked with its call; inhibition, %; measured here: pilot screen replicate inhibition
An asterisk follows results filed as active; i = inactive; ? = inconclusive; . = no result given; & = joins results of further samples.

SMILES | Dengue-2 NS5 capping | SV40 large T antigen | AID2073 | GPR35 antagonists | Yfh1-off respiration | GPR55 beta-arrestin | NTR1 agonist | NTR1 agonist cell count 20 µM | MgcRacGAP inhibition | GPR55 antagonists | others
COc1ccc(C)cc1NC(=O)c1cccc(-c2ccc(OC(C)=O)cc2)c1 | -3% | 7% | 3% | 3% | . | -0.1% | 10 | 42 | 9% | 0%
CCOC(=O)Cc1csc(NC(=O)Nc2ccc(C)cc2)n1 | 2% | 3% | -2% | -8% | i | -0.2% | -0.6 | 50 | 5% | 2%
Cc1ccc(C)c(NC(=O)C(=O)NCc2ccccn2)c1 | 1% | 1% | 0% | -16% | i | 0.2% | 0.6 | 102 | 7% | 3%
CC(Oc1ccc(Br)cc1)C(=O)Nc1nnc(C2CC2)s1 (stereo unspecified) | 4% | 12% | . | . | . | . | 1.2 | 66 | 15% | .
Cc1cc(OCc2cc(C(=O)N3CCC(Oc4cccnc4)CC3)no2)cc(C)c1Cl | -5% | 12% | -1% | -4% | . | -0.1% | 12 | 53 | 4% | 6%
CCc1noc(C)c1C(=O)NCCc1ccccc1 | 1% | 13% | . | . | . | . | -0.2 | 62 | 9% | .
CCc1ccc(/C=C2/C(=O)N(c3ccccc3)C(=S)N2CC(=O)OC)s1 | 11% | 5% | 6% | -5% | i | -0.3% | 20 | 63 | 5% | -8%
Fc1ccccc1Nc1nc2c(s1)CCc1ccccc1-2 | . | 15% | 95%* | 17% | i | 0.2% | . | . | . | 6%
CCOc1ccc(N(CC(=O)NCc2ccc(F)cc2)C(=O)c2snc(C(N)=O)c2N)cc1 | -6% | 13% | 13% | 14% | . | 0.0% | -0.4 | 54 | 6% | 17%
Cc1ccc(-c2csc(N(Cc3ccccc3)C(=O)COc3ccccc3)n2)cc1 | -4% | 3% | -2% | 2% | i | 0.0% | 5.6 | 85 | 11% | -2%
CCc1ccc([C@@H]2C[C@H]3CN(Cc4ccccc4OC)C(=O)[C@]34CCCN24)cc1 | -14% | 18% | 0% | -1% | i | 0.2% | 4.4 | 81 | 3% | 4%
CC1Oc2ccccc2N(CC(=O)N(Cc2ccccc2)Cc2ccccn2)C1=O (stereo unspecified) | -2% | 5% | -1% | -8% | i | 0.1% | 2.4 | 51 | 7% | -3%
COC(=O)c1ccc(COc2ccc(NC(C)=O)cc2)o1 | -1% | 7% | 2% | 8% | i | -0.2% | -0.6 | 52 | 8% | -4%
CCOC(=O)C1=C(CC)OC(N)=C(C#N)C1c1cc(OC)ccc1OC (stereo unspecified) | 1% | 6% | 9% | -1% | i | 0.0% | 0.4 | 80 | 6% | 7% | Dengue-2 NS5 capping pilot replicate=3.2
CCN(CC)CCN1C(=O)Cn2c(C)c(C)c3cccc1c32 | -7%&-6% | 9%&9% | 12%&2% | 1%&2% | i | 0.4%&0.1% | 3.2&-0.2 | 38&69 | 9%&-3% | 5%&-14%
C/C(N)=C(/C#N)C(=O)CSc1nc2ccccc2c(=O)n1-c1ccc(C)cc1 | . | 9% | -13% | -7% | i | ? | 3.8 | 51 | . | -1%
Cc1ccc(C(=O)N/N=C2\SCC(=O)N2c2cc(C)ccc2C)cc1 | -5% | 6% | 3% | 6% | i | 0.1% | -0.2 | 38 | 12% | -11%
O=C(O)CCN1/C(=C/C=Nc2ccccc2)Oc2ccccc21 | . | 9% | 7% | 13% | i | -0.3% | -0.6 | 66 | 0% | 0%
COc1ccc(-n2c(C)cc(C(=O)CSc3ccc(NC(C)=O)cc3)c2C)cc1 | 4% | 8% | -6% | 6% | i | 0.4% | 4.3 | 37 | 5% | 4%
CNC(=S)N(Cc1ccc(OC)cc1)Cc1cc2cccc(C)c2[nH]c1=O | -1% | 15% | -13% | 9% | i | -0.1% | -0.6 | 32 | 3% | 5%

Pulled one by one from the list above, 3 records:
SMILES | Dengue-2 NS5 capping | SV40 large T antigen | AID2073 | GPR35 antagonists | Yfh1-off respiration | GPR55 beta-arrestin | NTR1 agonist | NTR1 agonist cell count 20 µM | MgcRacGAP inhibition | GPR55 antagonists | others
CCOc1ccc(N(CC(=O)NCc2ccc(F)cc2)C(=O)c2snc(C(N)=O)c2N)cc1 | -6% | 13% | 13% | 14% | . | 0.0% | -0.4 | 54 | 6% | 17%
Fc1ccccc1Nc1nc2c(s1)CCc1ccccc1-2 | . | 15% | 95%* | 17% | i | 0.2% | . | . | . | 6%
COC(=O)c1ccc(COc2ccc(NC(C)=O)cc2)o1 | -1% | 7% | 2% | 8% | i | -0.2% | -0.6 | 52 | 8% | -4%

Next part
SMILES | Dengue-2 NS5 capping | SV40 large T antigen | AID2073 | GPR35 antagonists | Yfh1-off respiration | GPR55 beta-arrestin | NTR1 agonist | NTR1 agonist cell count 20 µM | MgcRacGAP inhibition | GPR55 antagonists | others
O=C(NCCN1CCOCC1)c1ccc(CS(=O)(=O)c2ccc(Br)cc2)o1 | 0% | . | . | . | i | . | -0.2 | 57 | 7% | .
C/C=C/C(=O)Nc1ccc(N2CCN(c3ccc(C(F)(F)F)cn3)CC2)nc1 | 2% | 18% | 26% | ? | i | 0.0% | -0.2 | 55 | -4% | 5%
O=C(CSc1ccncc1)Nc1ccc2ccccc2c1 | -6% | 8% | 15% | 3% | i | -0.3% | -0.5 | 56 | 5% | -6%
CC(C)NC(=S)N1CCN(C(c2ccccc2)c2ccccc2)CC1 | -9% | -1% | -8% | 9% | i | 0.4% | 0.3 | 82 | 0% | 9%
CCOc1cc(C(=O)NCC(C)CN(C)C)cc(OCC)c1OCC (stereo unspecified) | -6% | 4% | -6% | -20% | i | 0.2% | -0.5 | 40 | 1% | -9%
O=C(Nc1cccc(Cl)c1Cl)c1snnc1-c1ccccc1 | . | 6% | -10% | 0% | i | -0.1% | 0.4 | 41 | -3% | 4%
Cc1nnc(NC(=O)CSc2nc3ccccc3[nH]2)s1 | -2% | 7% | -5% | -2% | i | -0.2% | 0.4 | 42 | 8% | 8%
Cc1nc2cc(NC(=O)NC3CC3)ccc2n1C | 2% | 0% | -15% | 2% | i | 0.5% | -1.0 | 60 | 3% | 5%
Cc1cc(C)c(S(=O)(=O)NCc2ccncc2)c(C)c1 | -6% | 3% | -4% | 4% | i | 0.3% | 0.8 | 92 | 3% | 2%
Cn1c(=N)n(CC(=O)c2cccs2)c2ccccc21 | 3% | 4% | -3% | 17% | i | 0.0% | 0.1 | 40 | 1% | -4%
Cc1ccc(NC(=O)C(C)Sc2nnc(C)n2CC2CCCO2)cc1 (stereo unspecified) | -3% | . | 5% | 10% | . | -0.1% | 0.1 | 49 | 5% | 3%
COc1ccc2c(c1OC)C(=O)N(c1cccc(C(F)(F)F)c1)C2 | -2% | 14% | -2% | -2% | i | -0.1% | 3.6 | 75 | 5% | 0%
COc1ccc(C(=O)NCC(=O)N2CCNC(=O)C2)cc1OC | -1% | -5% | -2% | -7% | . | -0.2% | 0.1 | 60 | 4% | 8%
COc1ccc(C2C(C#N)=C(N)Oc3cc(O)ccc32)cc1Cl (stereo unspecified) | -13% | 11% | 14% | -12% | . | -0.4% | 1.9 | 62 | 15% | -7%
COC(=O)C(Cc1ccccc1)NC(=O)CSc1nc(N)cc(=O)[nH]1 (stereo unspecified) | -5% | -1% | -5% | 4% | i | -0.2% | 0.2 | 51 | 11% | 25%
O=C(NCc1cccs1)C(=O)NCC(c1ccco1)N1CCN(c2ccc(F)cc2)CC1 (stereo unspecified) | -8% | 11% | 4% | 8% | i | -0.3% | 2.5 | 55 | 18% | 4%
CCn1c(SCC(=O)Nc2ccccc2F)nnc1-c1ccoc1C | 6% | 8% | 4% | -6% | . | -0.1% | -0.9 | 36 | -2% | 11%
COCc1cc(=O)[nH]c(/N=C(\N)Nc2ccc(C)cc2C)n1 | 3% | 9% | 10% | -6% | i | -0.3% | 0.7 | 49 | 6% | 11%
CC1CCc2nc(NC(=O)CSc3nc4ccccc4o3)sc2C1 (stereo unspecified) | -1% | 6% | -4% | 10% | i | 0.0% | 12 | 47 | 14% | 5%
COCCNc1cc(C)nc2c3c(C)cc(C)nc3nn12 | -8% | 21% | ? | 1% | i | -0.3% | -0.7 | 72 | 6% | 8% | Dengue-2 NS5 capping pilot replicate=-3.3
CC1CN(C2CC(C)(C)NC(C)(C)C2)CCC1=O (stereo unspecified) | 2% | 6% | -1% | 12% | i | -0.2% | -1.9 | 70 | 10% | 11%
CC(=O)Nc1ccc(NC(=O)c2ccc(C3SCC(=O)N3CCc3ccccc3)cc2)cc1 (stereo unspecified) | 2% | 7% | 4% | 1% | i | 0.6% | 1.1 | 94 | 7% | 2%
CCCCSC1(SCCCC)N=C(N)C2(C#N)C(c3ccccc3)NC(C)=CC12C#N (stereo unspecified) | -3% | 13% | -3% | 1% | i | -0.1% | 2.1 | 60 | 8% | 12%
O=C(Cc1ccccc1)NC(c1ccco1)c1c(O)ccc2ccccc12 (stereo unspecified) | -17% | 7% | 0% | -4% | i | -0.1% | -1.0 | 91 | 13% | 50%
CCC(C(=O)O/N=C(\N)c1ccc(Cl)cc1)c1ccccc1 (stereo unspecified) | -1% | 10% | 3% | 7% | . | -0.2% | -4.5 | 89 | 3% | -5%
COc1ccc(NC(=O)C(c2ccc(C)cc2)N(C)C(=O)CC2NC(=O)NC2=O)cc1 (stereo unspecified) | -1% | 6% | 0% | -3% | i | -0.2% | 0.2 | 56 | 6% | -6%
O=C(Nc1ccc(Cc2ccncc2)cc1)C1CCC(N2C(=O)C3CC=CCC3C2=O)CC1 (stereo unspecified) | -4% | 10% | -3% | 6% | i | 0.3% | 1.3 | 61 | 4% | -13%
COc1cccc(OC)c1C(=O)Nc1nc2ccc(S(C)(=O)=O)cc2s1 | -5% | 6% | -12% | -3% | i | 0.3% | -0.4 | 56 | 2% | -3%

Not a hit list; any-hit rate near 1.7%.
